Screening data deposited in PubChem by several laboratories.
NOD2 RIPK2 PPI – blocks binding of human NOD2 to RIPK2; 360,000 tested, 0.38% active; O43353; AID 624267; CHO BLA complementation NOD2-RIPK2, CCF4 ratio; inhibition, % at 4.98 µM; in the data active means inhibition above about 21%;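 further: 0% = vehicle only and 100% = reference blocker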
Target sequence (O43353 whole entry, looked up): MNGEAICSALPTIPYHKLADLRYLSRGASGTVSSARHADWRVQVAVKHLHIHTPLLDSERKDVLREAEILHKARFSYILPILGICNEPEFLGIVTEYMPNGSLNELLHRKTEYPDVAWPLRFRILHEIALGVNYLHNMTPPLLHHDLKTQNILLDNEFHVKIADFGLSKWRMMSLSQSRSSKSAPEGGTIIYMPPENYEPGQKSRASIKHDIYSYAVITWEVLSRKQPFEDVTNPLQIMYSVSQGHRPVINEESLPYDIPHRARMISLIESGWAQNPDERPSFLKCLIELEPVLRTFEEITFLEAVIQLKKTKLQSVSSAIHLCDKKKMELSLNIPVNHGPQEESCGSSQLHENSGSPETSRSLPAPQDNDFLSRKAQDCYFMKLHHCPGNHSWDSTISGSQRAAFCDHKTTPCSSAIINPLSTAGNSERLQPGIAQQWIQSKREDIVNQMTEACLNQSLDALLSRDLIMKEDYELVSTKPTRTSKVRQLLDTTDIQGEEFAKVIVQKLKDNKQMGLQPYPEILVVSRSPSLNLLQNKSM
aDG glyco up – increases alpha dystroglycan glycosylation; activation, % at 10 µM; Pro5-aDG cells, alpha-DG glycosylation AlphaScreen (IIH6); 0% Pro5, 100% B10-LARGE cell signal; AID 624168; 360,000 tested, 0.22% active;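 active means activation of at least 8% versus controls, or a plate z-score of at least 8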;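 further: Pro5 are CHO cells carrying HIG-tagged alpha-DG that lacks glycosylation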
MC4R ag barr – activates human MC4R beta-arrestin recruitment; 360,000 tested, 0.98% active; P32245; activation, % at 8.9 µM; U2OS MC4R beta-arrestin complementation, luminescence; percent of melanotan II response, DMSO zero; AID 540308;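 active means activation above a per-plate cutoff, the mean activation of sample wells on that plate plus 3 SD, cut at about 8% in these data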
Target sequence (P32245 whole entry, looked up): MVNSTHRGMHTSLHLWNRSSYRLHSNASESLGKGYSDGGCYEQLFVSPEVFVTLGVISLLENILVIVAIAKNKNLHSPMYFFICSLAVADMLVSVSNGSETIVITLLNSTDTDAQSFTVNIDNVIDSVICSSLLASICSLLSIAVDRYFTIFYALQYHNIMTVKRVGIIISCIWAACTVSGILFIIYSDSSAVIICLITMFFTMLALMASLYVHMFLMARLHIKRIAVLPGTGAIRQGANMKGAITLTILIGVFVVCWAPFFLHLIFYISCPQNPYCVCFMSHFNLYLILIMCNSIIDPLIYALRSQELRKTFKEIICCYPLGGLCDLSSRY
MC4R antagonist – antagonists of human melanocortin 4 receptor (MC4R). MC4R-expressing cells, MTII-stimulated cAMP, LANCE TR-FRET. 360,000 tested, 0.48% active. AID 540295. P32245. inhibition, % at 6.5 µM;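 active means inhibition above its plate's cutoff, the mean of tested wells on that plate plus 3 SD, cut at about 29% in these data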;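 further: 0% = Melanotan II alone and 100% = Melanotan II plus saturating MCL0020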
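System – human MC4R-expressing U2OS cells · Also added – Melanotan II · Dosing – one concentration, 6.5 µM nominal · Timing – 30-min compound, 1-h challenge, 1-h detection, room temperature · Measured by – Eu-cAMP/anti-cAMP TR-FRET, emission 671 nm · Replicates – singlicate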
Glyco luc inh – blocks N-linked glycosylation in D54 reporter cells; D54 ERlucT glycosylation luciferase reporter, 24 h; percent of 100 nM tunicamycin response; reporter increase, % at 12.5 µM; 360,000 tested, 0.23% active; AID 588692;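 active means mean luciferase reporter signal, scaled so untreated is 0 and the glycosylation-blocking control 100, at or above a set limit in every replicate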;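 further: luciferase carries N-glycosylation sites so blocking glycosylation raises the light; 0% = median of neutral control wells and 100% = median of 100 nM tunicamycin wells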
ABCB6 inh 2 – inhibitors of human ABC transporter ABCB6; AID 602162; fluorescence ratio to DMSO, % at 10 µM; Q9NP58; 360,000 tested, 0.19% active; K562-ABCB6 porphyrin accumulation, flow cytometry, 1 h; hits give low values;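 active means fluorescence ratio to DMSO below 75%, the collection mean minus 3 SD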;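 further: signal is porphyrin accumulated inside mitochondria; 100% equals median channel fluorescence of DMSO control wells; lower ratio means ABCB6 inhibition with less porphyrin fluorescence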
ABHD5 PLIN5 PPI – inhibitors of human ABHD5-perilipin-5 interaction; AID 602281; Split G. princeps luciferase complementation, luminescence, 4 h; inhibition, % at 4 µM; 360,000 tested, 0.78% active; Q00G26+Q8WTS1;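 active means inhibition above the mean inhibition across every tested compound plus 3 SD, cut at about 22% in these data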;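 further: 0% = DMSO only wells and the 100% control is not disclosed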
Granule exo inh – lytic granule exocytosis inhibition | TALL-104 LAMP-1 surface exposure, flow cytometry; cells stimulated with thapsigargin and PMA | inhibition, % at 10 µM | 360,000 tested, 0.66% active | AID 651702;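 active means inhibition above about 55%, limit read from the data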
Vif imaging – inhibitors of HIV Vif. inhibition, % at 7.49 µM. 340,000 tested, 0.35% active. HEK293T cells, Vif self-association by quenched fluorescence, imaging, 24 h. AID 602346; in the data active means inhibition above about 50%, passing the limit was not always enough; further: some results filed as inactive read as strong as hits
TLR9-MyD88 block – blocks human TLR9 binding to MyD88; CHO BLA complementation TLR9-MyD88, CCF4 FRET ratio; inhibition, % at 4.98 µM; 340,000 tested, 0.21% active;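 active means inhibition above the mean over all tested compounds plus 3 SD, cut at about 21% in these data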;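 further: 0% = DMSO only wells and 100% = clavulanate BLA inhibitor control wells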
* hit, by the source's call; nt = no result given. Only part of the results is shown. The share of hits here may be higher or lower than overall.

SMILES	NOD2 RIPK2 PPI	aDG glyco up	MC4R ag barr	MC4R antagonist	Glyco luc inh	ABCB6 inh 2	ABHD5 PLIN5 PPI	Granule exo inh	Vif imaging	TLR9-MyD88 block
CN1C(=O)Cc2cc(S(=O)(=O)NCCc3ccc(Cl)cc3)ccc21	6	-0.2	-3.3	5	3	98	-6	0	3	-2
CCOc1ccc(CCNC(=O)c2nnc(Cc3ccc(F)cc3)o2)cc1OCC	0	-0.2	-0.9	10	2	97	-4	-2	-1	-2
CN(Cc1ccccc1)C(=O)C1CCCN(c2ncnc3c2nc2n3CCCCC2)C1 (configuration not stated)	1	-0.1	-0.8	4	1	94	11	0	-9	3
N/C(=N\c1nc2c(c(=O)[nH]1)CCCC2)Nc1ccccc1Sc1ccccc1	-12	0.5	-1.4	2	12	90	3	-1	-11	-3
COC(=O)c1ccc(NC(=O)COc2ccc(C3C(C#N)=C(N)Oc4c3ccc3ccccc43)cc2OC)cc1 (configuration not stated)	-2	1.8	-1.3	10	-1	103	-7	2	-11	3
Cc1c(C(=O)Nc2nccs2)oc2ccc(Br)cc12	-9	-0.1	4.7	-1	-5	90	15	18	12	0
OC(CNCC(c1ccc(Cl)cc1Cl)c1c[nH]c2ccccc12)c1ccccc1 (configuration not stated)	4	-1.0	1.0	-8	-17	102	5	100*	-3	6
CC(=O)OCC(=O)C1CCC2C3CCC4=CC(=O)C=CC4(C)C3CCC12C (configuration not stated)	-5	-0.7	2.4	6	1	100	-5	0	-3	-11
CCCSc1nnc(-c2c[nH]c3ccccc23)n1C	8	-0.2	1.7	12	-2	101	-7	-2	-6	0
COC(=O)c1ccc(/C=C/C(=O)OCC(=O)NCc2cccs2)cc1	-16	-0.1	-0.7	5	1	97	-8	-7	18	-4
CCN(CC)c1ccc(N=C2C=CC(=O)C=C2NC(C)=O)cc1	-8	0.4	-2.2	-6	-8	143	-1	2	-2	nt
NC12CC3CC(C1)CC(O)(C3)C2	-11	-0.3	1.9	14	2	96	-18	2	-8	-9
CCOC(=O)c1c(C)[nH]c(C)c1C(=O)CSc1nnc(-c2ccncc2)n1C	8	0.0	-1.0	2	2	100	-5	-5	2	4
Cc1ccc(S(=O)(=O)N2CCOCC2)cc1NC(=O)CSc1nc(N)cc(=O)[nH]1	12	-0.2	-1.9	8	-1	103	-9	-5	9	5
Cc1cc(C)nc(NC(=O)Cc2cccs2)n1	-5	-0.1	-0.9	-8	0	117	0	-3	-2	-4
Cc1ccc(S(=O)(=O)N(CC(=O)NCc2ccco2)Cc2ccccc2F)cc1	6	-0.2	-0.1	-1	-1	101	-1	-3	-5	-8
COc1ccc(S(=O)(=O)Nc2cccc(S(=O)(=O)N3CCCCCC3)c2)cc1	-7	0.1	3.2	3	1	98	10	-1	-6	3
Cc1cc(C(=O)N2CCOCC2)n(-c2ccccc2)n1	5	0.2	-0.6	-5	0	98	7	-9	4	-1
COc1ccc(N2C(=O)CSC2c2ccc3c(c2)OCO3)cc1 (configuration not stated)	-4	-0.3	0.8	-6	-1	96	5	0	0	3
O=C(O)c1ccnc(SCC(=O)c2ccccc2)c1	-5	0.0	-2.6	14	4	99	-7	1	-3	-5
CC1=C(C(=O)N2CCOCC2)CC(CC(=O)NC2CC2)C(=O)N1Cc1ccc(C(C)(C)C)cc1 (configuration not stated)	-5	0.2	-0.2	4	3	102	2	-4	-3	5
O=C(COc1ccccc1[N+](=O)[O-])Nc1ccccc1N1CCCCC1	2	-0.2	1.7	-2	-2	90	-6	9	-21	4
NC(=NCCc1ccccc1)NC(=O)c1cc(Cl)ccc1O	7	0.2	-1.3	1	6	99	8	-1	1	-3
COc1ccc(S(=O)(=O)Cc2ccc(C(=O)N3CCN(C(=O)c4ccco4)CC3)o2)cc1	3	-0.3	0.3	0	0	94	-3	-8	13	8
c1nc2nc3c(c(N4CCOCC4)n2n1)CCCC3	-4	0.0	-2.4	7	0	92	1	0	nt	6
(cont.)
SMILES	NOD2 RIPK2 PPI	aDG glyco up	MC4R ag barr	MC4R antagonist	Glyco luc inh	ABCB6 inh 2	ABHD5 PLIN5 PPI	Granule exo inh	Vif imaging	TLR9-MyD88 block
O=C(Cn1nc(-c2ccccc2)c2ccccc2c1=O)Nc1cccc(O)c1	-13	0.1	-1.3	8	-1	98	2	0	-8	7
NS(=O)(=O)c1ccc(CCNC(=O)COC(=O)c2ccc([N+](=O)[O-])o2)cc1	0	-0.4	0.9	6	2	100	6	-1	-5	-12
CCc1cc2c(=O)c(-c3ccc4c(c3)OCCO4)coc2cc1OS(C)(=O)=O	-15	0.1	2.6	-3	-4	101	12	-1	-12	-8
Cc1cc(NC(=O)c2ccc3c(c2)OCCO3)no1	1	0.2	-1.8	2	-16	89	2	1	-2	2
CCOC(=O)C1(C)CCCN1C(=O)c1ccccc1F (configuration not stated)	-8	0.0	0.8	0	-1	100	6	-5	1	nt
Cc1ccc(C(=O)OCC(=O)NCc2cccs2)cc1	-8	1.1	-0.9	0	0	99	4	0	-44	0
Cc1ccc2[nH]c(=O)c(CN(CCCN3CCOCC3)C(=O)Nc3ccc(Cl)cc3)cc2c1	7	0.3	0.2	1	-1	91	11	6	-16	-3
Oc1ccccc1Nc1nc(NCC2CCCO2)c2ccccc2n1 (configuration not stated)	1	1.0	-2.2	6	-3	94	-3	10	0	2
O=C1OC(COCC#Cc2ccccc2)CN1c1ccccc1 (configuration not stated)	10	0.3	-2.3	-2	-1	98	3	-1	-4	1
Cc1cc2oc3ccc(NCCCn4ccnc4)cc3c(=O)c2cc1C	18	1.2	11*	-6	-6	103	7	-1	154*	19
Cc1nc2ccccc2nc(C)c1=NOCc1ccccc1Cl	-4	-0.2	-1.6	-1	3	101	-5	0	-1	-1
COc1ccc(-c2cc(=O)oc3cc(OCC(C)=O)ccc23)cc1	-3	-0.3	-1.6	0	-1	96	-4	3	7	4
CC(O)(C#CCN1CCCC1)c1ccccc1 (configuration not stated)	4	-0.1	-0.9	12	-2	95	0	-1	3	4
NCCN1C(=O)c2ccccc2C1(O)c1ccc(Cl)cc1 (configuration not stated)	2	-0.5	-0.8	4	-1	99	8	-3	3	-5
C#CCOc1ccccc1C(N)=O	-11	-0.1	1.9	1	-2	97	-1	-4	6	nt
COCCOC(=O)C1=C(C)NC(C)=C(C(=O)OCCOC)C1/C=C/c1ccccc1OC	2	-0.1	-2.2	4	2	97	6	8	3	-2
COc1cc(C(=O)N2CCNCC2)cc(OC)c1OC	14	0.0	-0.6	0	0	92	-2	-2	-3	2
Cc1ccc(-c2noc(CN(C(=O)CCCN3C(=O)c4ccccc4C3=O)C(C)C)n2)cc1	11	0.2	2.4	4	-3	85	-19	1	-14	-10
CCN1CCN(CCNC(=O)c2cn(C(C)c3ccccc3F)nn2)CC1 (configuration not stated)	7	-0.1	0.8	4	0	90	6	6	4	-1
Cc1cc(C)nc(Nc2nc(=O)c3ccccc3s2)n1	2	-0.5	-0.5	0	6	106	-16	9	4	4
O=S(=O)(NCCc1csc(-c2ccccc2)n1)c1ccc2c(c1)OCCO2	13	0.0	2.2	12	0	103	-7	2	-8	-15
COc1cc(NS(=O)(=O)c2ccc(F)cc2)c(OC)cc1NC(C)=O	2	0.4	-0.6	0	2	99	5	-7	1	-1
COC(=O)c1ccc2c(=O)n(CCN3CCOCC3)c(SCC(=O)Nc3ccccc3Cl)nc2c1	-4	0.0	-4.9	3	-1	101	-25	1	1	-10
CC1(Cc2cc(Cl)ccc2C(F)(F)F)C(=O)Nc2cc(F)ccc21 (configuration not stated)	-3	0.9	0.4	2	-4	99	-11	8	nt	nt
COc1ccccc1CC(=O)Nc1ccc(NC(=O)c2cccs2)cc1	-7	0.5	-0.3	-1	-3	100	-2	-1	-4	0

Compound profiles, as listed above. Values in the order: NOD2 RIPK2 PPI, aDG glyco up, MC4R ag barr, MC4R antagonist, Glyco luc inh, ABCB6 inh 2, ABHD5 PLIN5 PPI, Granule exo inh, Vif imaging, TLR9-MyD88 block
Record of CCOC(=O)C1(C)CCCN1C(=O)c1ccccc1F (configuration not stated) → -8, 0.0, 0.8, 0, -1, 100, 6, -5, 1, nt
Record of Cc1ccc(-c2noc(CN(C(=O)CCCN3C(=O)c4ccccc4C3=O)C(C)C)n2)cc1 → 11, 0.2, 2.4, 4, -3, 85, -19, 1, -14, -10
Record of CCN1CCN(CCNC(=O)c2cn(C(C)c3ccccc3F)nn2)CC1 (configuration not stated) → 7, -0.1, 0.8, 4, 0, 90, 6, 6, 4, -1

New compounds follow
SMILES	NOD2 RIPK2 PPI	aDG glyco up	MC4R ag barr	MC4R antagonist	Glyco luc inh	ABCB6 inh 2	ABHD5 PLIN5 PPI	Granule exo inh	Vif imaging	TLR9-MyD88 block
COc1ccc(N(CC(=O)Nc2cccc(N(C)S(C)(=O)=O)c2)S(C)(=O)=O)cc1OC	2	0.1	-1.2	0	2	103	5	-3	0	-7
O=C1CC(C(=O)Nc2nccs2)C(c2ccccc2)O1 (configuration not stated)	0	-0.1	1.1	-4	0	84	11	1	14	-2
Cc1ccc(CNC(=O)C(=O)NCC2OCCN2S(=O)(=O)c2ccc(C)cc2)cc1 (configuration not stated)	-8	-0.1	0.1	7	-1	97	4	3	-6	8
Cc1ccc(S(=O)(=O)N2CCOCC2)c(C)c1-n1cnnn1	-2	-0.3	-1.9	-8	2	98	-3	4	15	3
CCOC(=O)N1CCC2(CC1)CC(=O)c1c(ccc3oc(C(=O)O)c(C)c13)O2	-3	0.0	1.6	3	0	107	1	-7	18	1
CC(C)C1N(C(=O)CN2CCCC2)CCN1S(=O)(=O)c1ccccc1 (configuration not stated)	-9	-0.1	-0.2	9	2	95	6	-2	-9	-1
CCc1nc2ccc(C(=O)NCCc3ccccc3OC)cc2nc1CC	-1	0.9	-0.3	14	1	100	-1	24	-3	-1
CCCCN(C(=O)Cn1nnc2ccccc21)C(C(=O)NCCOC)c1ccc(OC)cc1 (configuration not stated)	3	-0.1	-1.6	2	0	97	-4	1	15	4
Cn1c(C(=O)c2ccncc2)cc2ccccc21	-8	0.1	0.5	-12	3	98	-2	-13	-1	-7
COc1ccc(-c2noc(CNS(=O)(=O)c3ccccc3)n2)cc1	1	-0.3	-1.9	10	-1	100	4	-5	-7	-15
Cc1cccc(-n2nnnc2SCC(=O)NCC2(N3CCOCC3)CCCCC2)c1C	0	-0.4	0.3	14	-7	91	-2	2	-4	-9
Cc1cc2nnc(SCC(=O)N3CCN(c4ccccc4)CC3)n2c(N)n1	-6	0.3	-0.8	8	0	110	3	-4	-2	-4
O=C(NC1CCSc2ccccc21)c1cc(S(=O)(=O)N2CCOCC2)ccc1Cl (configuration not stated)	-1	0.0	-0.4	2	0	96	4	-2	2	-3
COc1cc(/C=C/C(=O)O)cc(S(=O)(=O)Nc2ccccc2C(=O)NCCc2ccccc2)c1OC	-4	-0.1	0.0	5	2	95	2	-15	10	-2
COc1ccc(OC)c(NC(=O)C2CCCN(S(=O)(=O)c3c(C)nn(C)c3C)C2)c1 (configuration not stated)	1	-0.2	0.8	-4	1	101	4	0	-4	2
Cc1cccc(CC2CC(=O)N(c3ccc(C)cc3Br)C2=O)c1 (configuration not stated)	-4	0.0	-2.0	3	-2	90	-3	11	-5	-1
Cc1ccc(C)c(NC(=O)c2cc(-c3ccccc3)nn2-c2ccccc2)c1	-4	0.3	0.5	12	-5	84	-13	2	-2	1
